# Assay outcomes as filed in PubChem.
# MgcRacGAP inhibition: MgcRacGAP GTPase-activating activity inhibitors, confirmation, biochemical, ADP Hunter fluorescence | inhibition, % at 30 µM; hits with a dose series show IC50 in µM | MgcRacGAP-stimulated Rac1 GTP hydrolysis, ADP Hunter fluorescence; higher % means a stronger effect; GST-tagged Rac1 F28L mutant substrate | 340,000 tested, 0.6% active;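 active means first-screen hits whose inhibition reached a set limit at any dose in the follow-up dose series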;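 further: fluorescence reports GDP produced by GAP-driven GTP hydrolysis; strong numbers were not always called active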
# Large T inhibition: SV40 large T antigen inhibitors, biochemical (AID 1903). SV40 large T antigen ATPase/helicase inhibition assay; higher % means a stronger effect. one-dose inhibition, % at 20 µM; IC50 in µM for titrated hits. 310,000 tested, 0.39% active; in the data active means a potency from the dose series; further: strong numbers were not always called active
# UTI89 phage lysis: inhibition of K1F phage lysis, E. coli UTI89, bacterial capsule biogenesis inhibitors, alamar blue (AID 488966); E. coli UTI89 K1F phage lysis, alamar blue, 2 h; higher % means a stronger effect; inhibition, % at 100 µM, or IC50 in µM where a hit was titrated; 340,000 tested, 0.02% active;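 active means phage lysis inhibition, versus mean bacterial control, above a set limit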;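 further: capsule biogenesis inhibitors block K1F phage lysis so surviving cells raise fluorescence; higher fluorescence means more inhibition of phage lysis; actives were called in the ten point dose series up to 300 µM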
# RSV CPE inhibition: RSV antiviral activity via CPE protection, HEp-2 cells, primary 10 µM value included (AID 2391); one-dose CPE inhibition, % at 10 µM; IC50 in µM for titrated hits; 310,000 tested, 0.13% active; HEp-2 cells, RSV-induced CPE inhibition; higher % means a stronger effect; in the data active means a potency from the dose series; further: strong numbers were not always called active
# NS5 inhibitors: Dengue-2 NS5 methyltransferase inhibitors, primary screen, biochemical, confirmation dose response (AID 588689); Genome polyprotein (Dengue virus type 2 (strain 16681-PDK53)); one-dose inhibition, % at 25 µM; IC50 in µM for titrated hits; Dengue-2 NS5 methyltransferase capping enzyme assay, biochemical; higher % means a stronger effect; 340,000 tested, 0.3% active; in the data active means a potency from the dose series
# AID2073: inhibitors of Mint1-CaV2.2 protein interaction, biochemical, HTRF (AID 2073). Voltage-dependent N-type calcium channel subunit alpha-1B (Homo sapiens). HTRF protein-protein interaction, Mint1-CaV2.2; higher % means a stronger effect. one-dose inhibition, % at 20 µM; IC50 in µM for titrated hits. 290,000 tested, 0.19% active; in the data active means inhibition mostly above about 51%, no sharp cut-off; further: some results filed as inactive read as strong as hits
# West Nile virus CPE: West Nile virus antiviral activity, cell-based, CPE readout (AID 1621). West Nile virus-infected cells, CPE inhibition; higher % means a stronger effect. CPE inhibition, % at 10 µM; hits with a dose series show IC50 in µM. 290,000 tested, 0.02% active; in the data active means a potency from the dose series; further: strong numbers were not always called active
# Siah-1 displacement: Siah-1 peptide-binding antagonists, primary screen, biochemical, fluorescence polarization, rhodamine-plectin, uHTS (AID 1817); E3 ubiquitin-protein ligase SIAH1 (Homo sapiens); Siah-1 / rhodamine-plectin peptide fluorescence polarization; higher % means a stronger effect; displacement, % at 20 µM, or IC50 in µM where a hit was titrated; 290,000 tested, 0.02% active;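 active means displacement of at least 50% at 20 µM, with a fluorescence ratio check between 0.3 and a set limit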;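 further: plate controls were Siah plus tracer with DMSO for no effect and tracer alone without Siah for full effect; strong numbers were not always called active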
# NTR1 ag: agonists of NTR1, primary screen, imaging, U2OS cells, beta-arrestin-GFP, high content (AID 493036). Neurotensin receptor type 1 (Homo sapiens), P30989. NTR1-U2OS beta-arrestin-GFP spot imaging, agonist mode. activation, % at 20 µM. 330,000 tested, 0.17% active;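 active means activation at or above 40% of the spot to cytoplasm intensity ratio, with at least 20 cells analyzed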;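 further: 0% = DMSO without peptide and 100% = 100 nM NTR1 peptide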
# Target sequence (P30989 whole entry, looked up): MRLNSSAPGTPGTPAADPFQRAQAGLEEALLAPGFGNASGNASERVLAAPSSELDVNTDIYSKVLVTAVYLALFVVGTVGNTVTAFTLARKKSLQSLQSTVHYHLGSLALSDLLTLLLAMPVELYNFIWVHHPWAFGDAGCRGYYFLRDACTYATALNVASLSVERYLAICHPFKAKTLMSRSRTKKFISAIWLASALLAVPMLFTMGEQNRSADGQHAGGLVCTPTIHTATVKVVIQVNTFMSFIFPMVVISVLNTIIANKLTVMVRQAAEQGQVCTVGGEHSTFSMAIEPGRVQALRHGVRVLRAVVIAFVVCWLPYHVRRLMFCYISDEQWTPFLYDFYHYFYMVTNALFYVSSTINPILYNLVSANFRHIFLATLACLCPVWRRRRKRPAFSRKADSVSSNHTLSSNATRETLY
# NTR1 ag cell count 20 µM: recorded beside NTR1 ag, whose call it bears; cell count; measured here: cell count, cytotoxicity flag
# NS5 inhibitors pilot replicate: also measured in NS5 inhibitors; calls as there; inhibition, %; measured here: pilot screen replicate inhibition
# * = called active by the depositor; . = no result given; [ ] = dose if it differs, or a comment.
SMILES,MgcRacGAP inhibition,Large T inhibition,UTI89 phage lysis,RSV CPE inhibition,NS5 inhibitors,AID2073,West Nile virus CPE,Siah-1 displacement,NTR1 ag,NTR1 ag cell count 20 µM,others
CCCNC(=O)NS(=O)(=O)c1ccc(Cl)cc1,-2.0%,39.1%,1.3%,-1.4%,-2.2%,-0.8%,0.1%,10.7%,-1.2,49,
COc1ccc(/C=C2\SC(=O)N(CCC(=O)N3CCCCC3)C2=O)cc1OC,-4.3%,-33.6%,-0.2%,3.5%,-4.1%,1.0%,-1.5%,-3.6%,1.2,40,
COc1ccc(CC(=O)Nc2cccc(S(=O)(=O)N3CCCCC3)c2)cc1,2.9%,.,-0.1%[50 µM],5.4%,-15.6%,.,.,.,-2.1,59,
COc1ccc(C)cc1N(CC(=O)N1CCc2ccccc2C1)S(C)(=O)=O,16.4%,16.4%,0.3%,1.1%,-13.4%,-2.4%,-0.6%,-5.5%,-1.0,33,
CC(C)(C)OC(=O)N1Cc2ccccc2C[C@H]1C(=O)N1CCC[C@H]1C(=O)O,.,9.6%,0.1%,2.0%,-2.6%,6.3%,-0.5%,2.1%,0.1,85,
CCOc1ccc(C(=O)OCC(=O)NCc2ccccc2)cc1OCC,7.6%,.,1.0%[50 µM],-0.2%,-5.1%,.,.,.,1.2,56,
CSc1nc2ncc(C(=O)O)c(N)n2n1,-0.3%,2.4%,0.4%,1.2%,0.0%,0.4%,0.7%,2.7%,0.0,80,
COc1cccc(C(=O)N2CCN(S(=O)(=O)Cc3ccccc3)CC2)c1OC,6.9%,2.0%,0.2%,2.2%,-6.5%,5.9%,-0.7%,3.5%,0.0,80,
CN(CC(=O)Nc1ccc(N2CCOCC2)cc1)C(=O)CSc1ccccc1F,0.1%,.,0.9%[50 µM],1.5%,-2.2%,.,.,.,1.5,40,
COc1cccc(-c2ccc(NC(=O)C3CCCN(Cc4nccn4C)C3)cc2)c1 (stereo not drawn),8.4%,7.3%,0.2%[50 µM],1.9%,-5.9%,7.1%,-0.8%,1.1%,0.0,58,
CNC(=O)C(=O)N/N=C/c1cccnc1,10.1%,4.6%,5.2%,0.8%,-3.1%,13.9%,1.1%,-5.3%,2.9,60,
Cn1c(O)c(/C=C2\C=Nc3ccccc32)sc1=Nc1ccc(C(=O)O)cc1,7.3%,23.5%,-0.2%[50 µM],1.4%,13.4%,13.2%,0.9%,13.2%,2.0,54,
Cc1cc(NC(=O)CCCC(=O)N(CC(=O)NCCc2ccccc2)Cc2ccc(F)cc2)no1,3.7%,6.7%,2.4%,0.2%,-3.4%,-4.9%,-0.5%,-1.0%,0.7,77,
O=C(Nc1ccc(S(=O)(=O)N2CCOCC2)cc1)c1ccc(Br)o1,5.9%,4.9%,0.1%,2.0%,-10.5%,-0.9%,1.1%,1.4%,-2.1,80,
O=C(NCCc1ccccc1)c1cnc2ccccn2c1=O,2.8%,5.7%,0.6%,-0.7%,1.4%,24.8%,0.4%,-1.6%,1.2,45,
COc1ccc(Cc2n[nH]c(=S)n2N)cc1OC,9.6%,19.1%,0.2%,0.5%,-10.4%,17.9%,-0.1%,11.5%,1.2,55,
COc1ccc(OC)c(NC(=O)c2ccc(CN3CCc4ccccc4C3)cc2)c1,5.0%,5.1%,-0.1%,2.4%,-10.2%,12.5%,-1.1%,8.0%,3.7,37,
Cc1ccc(C)c(N2CCN(C(=O)CCc3nc(-c4cccc(Br)c4)no3)CC2)c1,8.1%,.,0.1%,.,-0.7%,.,.,.,4.0,60,NS5 inhibitors pilot replicate=2.7
COc1ccc(CCn2cnc(=O)c(C#N)c2C)cc1OC,-7.8%,8.5%,-0.1%,2.0%,-2.2%,6.7%,-0.2%,5.6%,0.8,51,
COc1ccc(/C=N/NC(=O)c2cccc(COCC(F)(F)C(F)F)c2)cc1,0.8%,8.1%,2.0%[50 µM],4.2%,-1.9%,-0.5%,-0.7%,5.1%,-0.5,67,
CCOC(=S)SCC(=O)N1CCc2ccccc2C1C1C(=O)CC(C)(C)CC1=O (stereo not drawn),3.9%,-0.2%,0.2%,1.5%,0.9%,13.6%,0.1%,8.4%,-1.3,83,
CCC(=O)Nc1nnc(SCCN2CCOCC2)s1,12.6%,9.7%,0.3%,0.6%,1.8%,10.4%,-0.9%,6.7%,0.7,87,
CC1CCCCC1NC(=O)C1CC=CCC1C(=O)O (stereo not drawn),-1.3%,1.2%,6.1%,0.3%,-5.8%,-0.9%,0.3%,-0.1%,-0.9,60,
COc1cc(C)c(-c2[nH]ncc2-c2csc(C)n2)c(O)c1,0.9%,-3.6%,0.4%,1.9%,-11.8%,15.8%,-0.6%,-2.1%,-0.3,84,
O=C(NC1CCCCC1)c1cccc(Cn2cc(Cl)cn2)c1,2.6%,0.1%,0.9%,1.9%,0.8%,15.3%,-0.5%,0.2%,-2.1,94,

# Pulled by structure from the entries so far:
SMILES,MgcRacGAP inhibition,Large T inhibition,UTI89 phage lysis,RSV CPE inhibition,NS5 inhibitors,AID2073,West Nile virus CPE,Siah-1 displacement,NTR1 ag,NTR1 ag cell count 20 µM,others
COc1ccc(/C=N/NC(=O)c2cccc(COCC(F)(F)C(F)F)c2)cc1,0.8%,8.1%,2.0%[50 µM],4.2%,-1.9%,-0.5%,-0.7%,5.1%,-0.5,67,
CCCNC(=O)NS(=O)(=O)c1ccc(Cl)cc1,-2.0%,39.1%,1.3%,-1.4%,-2.2%,-0.8%,0.1%,10.7%,-1.2,49,
COc1cccc(C(=O)N2CCN(S(=O)(=O)Cc3ccccc3)CC2)c1OC,6.9%,2.0%,0.2%,2.2%,-6.5%,5.9%,-0.7%,3.5%,0.0,80,
CC(C)(C)OC(=O)N1Cc2ccccc2C[C@H]1C(=O)N1CCC[C@H]1C(=O)O,.,9.6%,0.1%,2.0%,-2.6%,6.3%,-0.5%,2.1%,0.1,85,
COc1ccc(CC(=O)Nc2cccc(S(=O)(=O)N3CCCCC3)c2)cc1,2.9%,.,-0.1%[50 µM],5.4%,-15.6%,.,.,.,-2.1,59,
COc1ccc(Cc2n[nH]c(=S)n2N)cc1OC,9.6%,19.1%,0.2%,0.5%,-10.4%,17.9%,-0.1%,11.5%,1.2,55,

# The list goes on:
SMILES,MgcRacGAP inhibition,Large T inhibition,UTI89 phage lysis,RSV CPE inhibition,NS5 inhibitors,AID2073,West Nile virus CPE,Siah-1 displacement,NTR1 ag,NTR1 ag cell count 20 µM,others
CCOC(=O)Cc1csc(NC(=O)C2C3C=CC(C3)C2C(=O)O)n1 (stereo not drawn),12.3%,-2.1%,0.8%,4.7%,.,5.9%,0.0%,0.5%,-0.2,44,
CCN(C(=O)CSc1n[nH]c(-c2cccs2)n1)C1CCS(=O)(=O)C1 (stereo not drawn),2.1%,4.2%,-0.2%,1.1%,-0.6%,-0.7%,0.3%,9.4%,0.9,69,
CCn1c(C)nc2cc(C(=O)NNC(=S)Nc3ccc(C)cc3)ccc21,4.6%,.,0.1%,1.5%,-9.4%,-24.9%,-0.2%,-4.7%,2.4,69,
CCOc1ccc(-c2nc(CSCC(=O)NCc3ccco3)c(C)o2)cc1,11.9%,22.7%,-0.4%,-0.1%,-1.1%,8.2%,-0.4%,-6.4%,0.6,34,
COc1ccccc1C(=O)NCCC(=O)NNC(=O)c1ccccc1O,5.1%,7.0%,1.1%[50 µM],2.7%,2.2%,.,.,.,-0.6,46,
CC1CC(C)CN(CCOCCSc2ccc(Cl)cc2)C1 (stereo not drawn),16.8%,1.0%,4.7%,-3.5%,5.9%,-6.2%,-1.3%,2.0%,-0.6,61,
COc1ccc2c(c1)C(C)=CC(C)(C)N2C(=O)Nc1ccccc1,11.8%,19.6%,0.0%,1.1%,15.1%,16.2%,-0.1%,38.2%,0.8,43,
O=C(Nc1cccc(F)c1)NC1(C(=O)N2CCN3CCCC3C2)CCCCC1 (stereo not drawn),-0.7%,3.2%,6.7%,-0.7%,-2.1%,3.7%,0.4%,1.7%,-1.4,54,
Cc1cc(NC(=O)CCN2CCN(Cc3ccccc3)CC2)ccc1Br,.,8.1%,-0.1%,8.2%,-2.6%,-8.0%,-1.7%,-0.8%,1.8,92,
CCCN(C(=O)Cc1csc(-c2ccccc2)n1)C1CCS(=O)(=O)C1 (stereo not drawn),4.9%,.,0.4%[50 µM],1.3%,-15.5%,.,.,.,0.4,67,
O=C(Oc1ccc(-c2nnco2)cc1)N1CCCCC1,5.8%,10.7%,0.3%,2.4%,-0.8%,-4.5%,0.1%,-1.6%,-3.4,104,
COc1ccc(C2/C(=C(/O)c3ccccc3)C(=O)C(=O)N2CO)cc1 (stereo not drawn),7.1%,5.8%,0.5%,0.6%,-6.1%,-5.1%,0.4%,2.0%,-1.8,61,
CCOc1ccc(S(=O)(=O)N2CCC(C(=O)OC(C)C(=O)N3CCOCC3)CC2)cc1 (stereo not drawn),3.7%,15.4%,0.6%[50 µM],-2.2%,0.7%,.,.,.,-1.0,62,
CC1CN(S(=O)(=O)c2cccc(C(=O)N3CCC(C(N)=O)CC3)c2)CC(C)O1 (stereo not drawn),-3.7%,.,0.1%,.,-3.1%,.,.,.,0.4,54,
COc1ccc(CC(NC(C)=O)C(=O)NC2CCN(S(=O)(=O)c3ccccc3)CC2)c(OC)c1 (stereo not drawn),0.0%,6.0%,0.4%,1.1%,-11.1%,7.6%,-0.4%,-0.7%,0.0,48,
CCCn1cc(NC(=O)c2cc(-c3ccccc3)on2)cn1,-0.2%,2.5%,7.4%,0.1%,-6.4%,-2.5%,0.3%,-2.4%,1.0,62,
Cc1nn2cc(-c3ccc(Cl)cc3)cnc2c1Cl,-0.8%,0.9%,0.1%,0.3%,1.5%,46.6%,-0.2%,21.7%,0.5,59,
Cc1ccc(C(O)(CNCc2ccccc2)c2ccccc2)cc1 (stereo not drawn),7.5%,4.5%,1.9%[50 µM],1.8%,-2.6%,12.5%,-1.1%,-4.2%,0.4,83,
C/C(=N\NC(=O)c1ccc2c(c1)OCO2)c1ccc(O)cc1,19.1%,28.9%,0.1%,1.0%,-7.0%,0.2%,0.2%,-1.2%,0.2,78,
c1cncc(-c2ccc3ncnc(NCc4cccs4)c3c2)c1,4.0%,.,-0.1%,.,-7.1%,.,.,.,0.7,53,
O=S(=O)(c1cc(Cl)ccc1Cl)N1CCNCC1,6.3%,19.7%,0.2%,-1.2%,-2.0%,0.5%,-0.2%,-0.7%,0.4,71,NS5 inhibitors pilot replicate=0.0
